# Apaf-1 inh = inhibitors of human Apaf-1 apoptosome, primary screen, biochemical, DEVD-Rh110 fluorescence, uHTS; Apoptotic protease-activating factor 1 (Homo sapiens), O14727; reconstituted apoptosome caspase-3 activity; inhibition, % at 20 µM; hit rate 0.71% among 330,000; active = inhibition of at least 40% at 20 µM;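 also: plate controls were DMSO wells for no effect and DEVD-CHO caspase inhibitor wells for full effect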
#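 Material: reconstituted apoptosome with Apaf-1, cytochrome c, caspase-9, procaspase-3, dATP / Buffer or medium: pH 7.5 Hepes buffer with CHAPS, BSA, DTT / Also added: cytochrome c with DEVD-Rh110 / Schedule: compound with Apaf-1, dATP, procaspase-3 30 min, then 50 min reaction, room temperature / Technique: rhodamine 110 fluorescence at Ex 480/Em 540 nm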
# SENP1 FRET inh = human SENP1 catalytic domain inhibitors, primary screen, biochemical, FRET, uHTS; Sentrin-specific protease 1 (Homo sapiens), Q9P0U3; recombinant SENP1 catalytic domain, CyPet-SUMO1-YPet FRET cleavage; inhibition, % at 10 µM; hit rate 0.21% among 360,000; AID 624204, 2012;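 active = inhibition at least 30% at 10 µM, raw YFP signal under a set limit, fluorescence ratio 0.5 to 1.5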;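 also: 0% = enzyme with DMSO and 100% = no enzyme wells; some results filed as inactive read as strong as hits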
#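 Assay system – human recombinant His6-tagged SENP1 catalytic domain enzyme · Input – SENP1 enzyme, 20 pM final · Buffer or medium – Tris pH 8 buffer plus EDTA, NaCl, BME, BSA, NP40, catalase · Schedule – 50 min reaction at room temperature · Technique – FRET read of cyan and yellow fluorescence · Control set – no-enzyme wells low, DMSO-plus-enzyme wells high control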
# SENP6 inh = SENP6 protease inhibitors, primary screen, biochemical, luminescence, uHTS | Sentrin-specific protease 6 (Homo sapiens), Q9GZR1 | Recombinant SENP6 catalytic domain, aminoluciferin luminescence | inhibition, % at 10 µM | hit rate 1.8% among 330,000 | AID 2599, 2010;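 active = inhibition above about 50% at the single tested dose, limit read from the data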;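 also: plate controls were DMSO wells with enzyme for no effect and DMSO wells lacking enzyme for full effect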
# SENP8 block-1 = human SENP8 protease inhibitors, primary screen, biochemical, fluorescence, Nedd8 protein substrate, uHTS; Sentrin-specific protease 8 (Homo sapiens), Q96LD8; hit rate 0.64% among 360,000; AID 602440, 2012; inhibition, % at 20 µM; recombinant SENP8; in the data active = inhibition mostly above about 40%, no sharp cut-off; inactive = mostly below about 27%
# HKDC1 inh = HKDC1 hexokinase inhibitors, primary screen, biochemical, fluorescence, uHTS | AID 493160, 2011 | inhibition, % at 20 µM | hit rate 0.16% among 340,000 | Q2TB90 | recombinant HKDC1, G6PDH/diaphorase resazurin coupled fluorescence;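 active = inhibition above about 35% when tested at 20 µM, limit read from the data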;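 also: plate controls were DMSO wells with enzyme for no effect and DMSO wells lacking enzyme for full effect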
# Target sequence (Q2TB90 whole entry, looked up): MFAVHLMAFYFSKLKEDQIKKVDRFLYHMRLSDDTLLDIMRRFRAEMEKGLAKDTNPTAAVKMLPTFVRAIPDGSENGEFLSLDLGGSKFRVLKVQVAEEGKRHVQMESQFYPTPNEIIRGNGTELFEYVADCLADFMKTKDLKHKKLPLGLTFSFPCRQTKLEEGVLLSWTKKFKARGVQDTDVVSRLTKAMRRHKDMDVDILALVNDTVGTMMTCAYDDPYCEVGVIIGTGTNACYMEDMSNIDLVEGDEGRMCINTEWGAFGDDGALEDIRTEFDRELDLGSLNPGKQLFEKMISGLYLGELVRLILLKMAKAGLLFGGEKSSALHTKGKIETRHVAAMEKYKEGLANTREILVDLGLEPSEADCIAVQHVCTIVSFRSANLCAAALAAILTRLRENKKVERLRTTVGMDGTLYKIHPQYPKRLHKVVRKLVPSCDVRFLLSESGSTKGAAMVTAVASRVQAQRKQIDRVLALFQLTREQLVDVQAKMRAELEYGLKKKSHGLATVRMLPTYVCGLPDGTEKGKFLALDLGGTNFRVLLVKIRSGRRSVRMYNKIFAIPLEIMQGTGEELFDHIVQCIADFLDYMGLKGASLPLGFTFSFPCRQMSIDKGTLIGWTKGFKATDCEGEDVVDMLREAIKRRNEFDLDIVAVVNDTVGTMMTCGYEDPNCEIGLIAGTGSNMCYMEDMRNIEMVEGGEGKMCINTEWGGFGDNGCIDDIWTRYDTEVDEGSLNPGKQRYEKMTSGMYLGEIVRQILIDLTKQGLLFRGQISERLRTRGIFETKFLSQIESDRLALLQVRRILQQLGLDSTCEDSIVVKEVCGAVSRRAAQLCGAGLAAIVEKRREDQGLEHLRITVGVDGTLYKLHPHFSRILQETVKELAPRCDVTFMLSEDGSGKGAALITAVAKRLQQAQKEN
#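 Test system: Recombinant HKDC1 (HK5) hexokinase enzyme, produced in-house | Input: HKDC1 at 5 µg/mL | Buffer or medium: Tris pH 8.0 buffer with MgCl2, Tween-20, BSA, BME | Schedule: 90 min reaction incubation at room temperature, dark | Technique: Resazurin-to-resorufin fluorescence via G6PDH and diaphorase coupling, 525/613 nm | Controls: DMSO wells with and without enzyme mix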
# NALP3 yeast inh = NALP3 inflammasome inhibitors in reconstituted yeast, primary screen, luminescence, uHTS; inhibition, % at 10 µM; hit rate 0.39% among 330,000; Yeast reconstituted NLRP3/ASC/caspase-1, beta-gal luminescence, 24 h;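 active = inhibition of 50% or more; inactive = inhibition below 50%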;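 also: plate controls were induced DMSO wells for no effect and uninduced yeast grown without galactose for full effect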
# SENP7 block = SENP7 protease inhibitors, primary screen, biochemical, luminescence, uHTS. Sentrin-specific protease 7 (Homo sapiens), Q9BQF6. recombinant SENP7, Z-RLRGG-aminoluciferin luminescence, 40 min. inhibition, % at 5 µM. AID 434973, 2010. hit rate 1.5% among 330,000;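 active = inhibition above about 50% at the single test dose, limit read from the data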;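 also: plate controls were DMSO with enzyme for no effect and no enzyme buffer wells for full effect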
# SENP8 block-2 = SENP8 protease inhibitors, primary screen, biochemical, luminescence; Sentrin-specific protease 8 (Homo sapiens), Q96LD8; purified SENP8, Z-RLRGG-aminoluciferin cleavage; inhibition, % at 10 µM; hit rate 1.2% among 330,000; AID 2540, 2010; in the data active = inhibition above about 50%
# PfGluPho inh = PfG6PD enzyme inhibitors, primary screen, biochemical, fluorescence intensity, uHTS; AID 504690, 2011; inhibition, % at 20 µM; PfGluPho enzyme, NADPH resazurin-diaphorase fluorescence; hit rate 0.78% among 350,000;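 active = inhibition reaching at least a set limit at 20 µM in the primary screen, cut at about 59% in these data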;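 also: 0% = DMSO wells with substrate and 100% = DMSO wells lacking glucose-6-phosphate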
# * = called active by the depositor.
nr	mol	Apaf-1 inh	SENP1 FRET inh	SENP6 inh	SENP8 block-1	HKDC1 inh
1	Cn1c2ccccc2c2cc(/C=C(\NC(=O)c3ccccc3)C(=O)NCC(=O)O)ccc21	4.7	-34.5	-6.3	-107.1	-5.2
2	C/C=C/c1ccc(OCC(=O)Nc2cc(Cl)ccc2-n2cncn2)c(OC)c1	21.1	0.5	-5.7	6.1	-2.8
3	Nc1ccc2c(c1)Oc1ccccc1C=C2	-12.1	-31.1	7.2	-272.8	-4.8
4	COc1ccc(C(=O)Nc2nnc(-c3ccc(F)cc3)s2)c(OC)c1	15.8	1.2	-0.5	-120.2	-2.1
5	COc1cc(C2C(C(=O)Nc3ccc(F)cc3)=C(C)Nc3nc(CCCO)nn32)cc(OC)c1OC (stereo not drawn)	-4.6	-1.2	3.6	19.3	-5.0
6	Cc1ccc2sc(N(CCCN(C)C)C(=O)c3ccc(S(=O)(=O)N(C)Cc4ccccc4)cc3)nc2c1C	31.8	-2.8	-10.4	23.9	7.3
7	CCCC(=O)Nc1ccc(Oc2ccc(NC(=O)CCC)cc2)cc1	-5.6	-0.3	3.4	5.1	-1.9
8	CCCCN1C(=O)CCC(C(=O)O)C1c1ccccc1 (stereo not drawn)	8.0	0.2	13.0	19.0	-0.9

nr	NALP3 yeast inh	SENP7 block	SENP8 block-2	PfGluPho inh
1	-9.4	-1.7	-7.5	-8.6
2	36.0	-6.1	3.2	11.1
3	18.9	-1.4	-5.8	1.6
4	6.9	4.5	7.0	4.0
5	13.5	-2.3	5.6	-10.3
6	37.7	-12.0	-12.9	3.9
7	-10.1	0.0	-1.6	-7.7
8	4.4	-3.4	1.1	-9.2

# Carrying on:
nr	mol	Apaf-1 inh	SENP1 FRET inh	SENP6 inh	SENP8 block-1	HKDC1 inh
9	CCC1=C(C(=O)OC)C(c2cc(OC)ccc2OC)C(C#N)=C(N)O1 (stereo not drawn)	3.9	-0.3	-3.7	-7.7	-6.8
10	Cc1ccnc(NC(=O)C2CCCN(S(=O)(=O)c3cnc[nH]3)C2)c1 (stereo not drawn)	-9.6	-2.0	-8.0	3.3	-2.5
11	Cn1cc(C(=O)NC2C3CC4CC(C3)CC2C4)cn1 (stereo not drawn)	-0.1	-0.1	-14.7	15.9	-14.3
12	Cn1c(=O)cc(OCC(=O)NCc2cccnc2)c2ccccc21	-7.3	1.4	13.4	9.7	-9.7
13	O=C(O)c1cc(Cl)ccc1NC(=O)C1CCCO1 (stereo not drawn)	-6.2	2.1	-1.6	-0.6	-5.8
14	CCCN(CC(=O)Nc1ccc(NC(C)=O)cc1)CC(=O)Nc1ccc(F)c(F)c1F	13.7	3.1	-5.8	2.2	-2.5
15	Cc1ccc2c(c1)C(O)(CC(=O)c1ccc3c(c1)OCO3)C(=O)N2 (stereo not drawn)	3.3	2.1	0.2	-1.0	-5.8
16	CCOC(=O)c1sc(-c2ccccn2)nc1C	1.3	0.5	-20.4	-16.1	-3.1

nr	NALP3 yeast inh	SENP7 block	SENP8 block-2	PfGluPho inh
9	0.3	4.0	-4.8	-2.5
10	-4.3	-5.3	12.1	3.1
11	-3.4	-3.8	-11.6	-4.1
12	-1.1	0.7	9.4	9.4
13	-10.5	0.5	10.3	10.7
14	12.9	5.4	-1.1	-8.0
15	13.6	8.4	6.3	0.8
16	16.4	4.7	-1.3	6.8

# Continued.
nr	mol	Apaf-1 inh	SENP1 FRET inh	SENP6 inh	SENP8 block-1	HKDC1 inh
17	COc1ccc(S(=O)(=O)N(CCc2ccccc2)CC(N)=O)cc1	-7.1	2.3	13.4	5.7	-5.9
18	CCOc1ccc(NC(=O)CCC(=O)NNC(=O)Nc2cccc(Cl)c2)cc1	-3.9	4.2	-14.1	12.1	-6.6
19	Cc1c(NC2=NC3(CCCCC3)Cc3ccccc32)c(=O)n(C)n1-c1ccccc1	2.7	0.4	-11.1	22.6	-2.7
20	CCOC(=O)c1cnc2c(OC)cccc2c1N1CCN(c2ccccn2)CC1	10.2	0.2	-14.3	14.6	5.6
21	CCC(C)c1ccccc1OCCn1ccnc1 (stereo not drawn)	6.8	2.4	16.4	8.7	1.7
22	COc1ccc(C(=O)/C=C(\C)NCc2ccc3c(c2)OCO3)cc1	14.0	-2.2	-6.2	-23.1	-2.3
23	Oc1nc(Nc2cccc(Cl)c2)sc1/C=C1\C=Nc2ccccc21	11.3	-81.1	-1.0	-21.8	3.3
24	O=C(COC(=O)c1n[nH]c2ccccc12)Nc1ccc([N+](=O)[O-])cc1	4.8	-1.9	3.3	25.1	4.7

nr	NALP3 yeast inh	SENP7 block	SENP8 block-2	PfGluPho inh
17	1.6	-1.7	3.3	-20.3
18	11.8	6.7	-1.0	-6.6
19	8.8	9.0	2.6	0.5
20	-0.7	-5.2	-1.8	19.2
21	22.3	16.9	8.5	70.0*
22	28.9	3.5	-1.2	-18.7
23	34.6	-5.7	-12.6	4.2
24	13.8	4.5	-2.7	-0.3

# Other compounds follow.
nr	mol	Apaf-1 inh	SENP1 FRET inh	SENP6 inh	SENP8 block-1	HKDC1 inh
25	CCCCCCCCNC(=O)/C(C#N)=C/c1ccc2c(c1)OCCO2	22.4	-2.3	-12.3	-30.8	-8.3
26	Cc1ccc(NC(=O)CCc2nnc3ccc(N4CCOCC4)nn23)cc1C	-1.9	0.5	5.7	1.2	-1.2
27	Cc1ccc(N=Nc2ccc(O)c(/C=N\NC(=O)c3ccc(N)cc3)c2)cc1C	7.9	4.3	28.6	33.3	-1.6
28	CSC1=C(C#N)C(c2ccc(C)cc2)C2=C(CCCC2=O)N1 (stereo not drawn)	-1.6	1.4	0.1	-51.8	-0.7
29	CCCCC(=O)Nc1nnc(SCC(=O)Nc2ccc(OC)cc2)s1	-11.6	-1.0	-20.2	-0.4	-5.8
30	Clc1ccccc1Cn1nc(-c2ccccc2)nc1-c1ccccc1	9.4	0.8	-7.4	20.4	-3.0
31	CCOc1cc(S(=O)(=O)N(CC)CC)c(OCC)cc1-n1cnnn1	-7.4	1.5	-11.1	-130.4	2.9
32	COc1ccc(-n2c3c(cc(C(=O)NNc4ccccc4C)c2=O)C(=O)CC(C)(C)C3)cc1	21.0	2.6	-8.7	11.4	-11.6

nr	NALP3 yeast inh	SENP7 block	SENP8 block-2	PfGluPho inh
25	27.8	0.7	6.4	-4.8
26	-1.0	-10.8	-19.3	2.5
27	16.5	4.3	8.8	6.0
28	3.4	3.0	-0.9	1.9
29	8.2	-9.5	-0.7	-5.8
30	2.2	-0.3	-13.2	11.7
31	-0.2	2.5	-9.1	3.3
32	16.3	-0.7	-4.0	17.3

# Next part:
nr	mol	Apaf-1 inh	SENP1 FRET inh	SENP6 inh	SENP8 block-1	HKDC1 inh
33	Cc1cc(O)cc2c(=O)c3ccccc3sc12	4.5	-61.0	15.2	-211.2	-4.5
34	CC(C)(C)c1ccc(OCCCNC2CCCC2)cc1	10.5	0.1	-29.8	11.6	-7.0
35	CCOc1ccc(NC(=O)CNC(=O)c2ccc([N+](=O)[O-])cc2)cc1	-20.9	0.4	-9.0	-8.0	3.6
36	CCn1c(=NC(=O)COc2ccccc2)sc2cccc(F)c21	-4.5	2.2	-1.6	9.2	-6.3
37	Cc1cc(C)c2c(N)c(C(=O)Nc3cccc(C)c3C)sc2n1	6.5	-45.9	13.1	-287.2	-4.9
38	CCCCC1CN2CCc3c([nH]c4ccccc34)C2(C)C1 (stereo not drawn)	6.7	-1.8	-7.1	7.0	-2.4
39	O=C(NCCN1CCN(c2ccccc2)CC1)c1ccc2c(c1)[nH]c(=S)n1c3ccccc3nc21	-0.5	-4.3	13.2	-73.0	-5.8
40	Cc1ccc(C)c(NC(=O)CNS(=O)(=O)c2ccccc2)c1	4.7	3.2	-28.6	7.8	-13.4

nr	NALP3 yeast inh	SENP7 block	SENP8 block-2	PfGluPho inh
33	78.6*	4.1	-3.3	3.8
34	37.0	-11.6	-11.4	-5.0
35	-4.3	-5.0	-6.9	8.0
36	39.4	3.8	-4.7	7.8
37	8.6	1.9	-3.8	5.8
38	25.3	-5.9	-5.1	-6.3
39	15.9	5.2	2.6	5.2
40	16.9	-18.0	-10.5	-4.0

# Additional entries
nr	mol	Apaf-1 inh	SENP1 FRET inh	SENP6 inh	SENP8 block-1	HKDC1 inh
41	CCOC(=O)C1=NOC(Cn2cc(C(C)=O)c(=O)[nH]c2=O)C1 (stereo not drawn)	-7.3	-2.2	-7.0	0.4	5.4
42	O=C(Nc1ccnn1C1CCN(C(=O)c2cccc(Cl)c2)CC1)C1CC1	4.7	1.0	-22.3	-3.1	4.2
43	CCOC(=O)C1CCCCN1Cc1cccc(F)c1 (stereo not drawn)	-24.9	3.0	11.2	10.9	0.8
44	COc1ccc(S(=O)(=O)Nc2cc(Sc3ncn[nH]3)c(O)cc2C)cc1	-8.2	1.4	-8.8	17.1	-0.6
45	CC(/C=N/Nc1nnc2c(n1)[nH]c1ccccc12)=C\c1ccco1	0.2	0.2	6.5	10.9	-16.6
46	C=Cn1c(N2CCOCC2)nc2c1c(=O)[nH]c(=O)n2C	-8.0	-0.7	-8.4	15.7	-3.3
47	Cc1ccc(-c2cn(-c3ccc(OC(F)F)cc3)c3[n+]2CCCCC3)cc1	-2.4	2.1	5.4	8.9	-6.3
48	COCC(=O)Oc1c(S(=O)(=O)c2ccc(C)cc2)c(C)nn1-c1ccccc1	0.9	-0.7	-4.3	21.2	-0.3

nr	NALP3 yeast inh	SENP7 block	SENP8 block-2	PfGluPho inh
41	2.1	0.1	-1.2	-7.4
42	2.0	-11.4	-20.6	-5.0
43	8.2	2.1	4.2	-10.8
44	21.8	-4.7	10.6	17.7
45	7.7	82.8*	-2.6	12.2
46	5.2	-2.6	-6.5	5.6
47	17.2	-2.8	2.6	-9.2
48	14.7	-2.4	-2.8	-18.6

# From PubChem
